Bioassay records as filed in PubChem.
H9c2 TAG inh: inhibitors of triacylglycerol accumulation. inhibition, % at 12.5 µM. 230,000 compounds, 0.66% hits. H9c2 cells, Nile Red lipid (TAG) fluorescence; cells loaded with 200 µM oleic acid;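 active = pattern-corrected inhibition of lipid staining of at least 50% with the nuclear-stain viability signal not falling by more than 50%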;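 also: 0% = DMSO wells and 100% = triacsin C control wells; some results filed as inactive read as strong as hits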
H9c2 TAG inh DAPI viability: recorded beside H9c2 TAG inh, whose call it bears; DAPI nuclei signal change (viability), lower = more cytotoxic, %;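 whole-well DAPI fluorescence read on a plate reader as a viability signal; minus 50 percent equals half of cells still viable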
Active calls of the source: *. Only part of the results is shown. The share of hits here may be higher or lower than overall.

SMILES | H9c2 TAG inh | H9c2 TAG inh DAPI viability
Cc1cc(C(=O)CN2C(=O)C(=O)N(Cc3ccco3)C2=O)c(C)n1CCc1ccc(F)cc1 | 14 | -10
CC12CN3CC(C)(CN(C1)C3c1ccccc1F)C2 (stereo not drawn) | 1 | -12
N#Cc1c(F)cccc1N1CCC(C#N)CC1 | -12 | 6
Cc1c(Cl)cccc1NC(=O)Nc1cc(C(C)(C)C)nn1C | 12 | -6
Cc1ccc(NC(=O)CSc2nnc(Cc3ccccc3)o2)c(C)c1 | -1 | -8
Cc1ccc(Cl)cc1NC(=S)N(Cc1ccco1)C(C)c1cccs1 (stereo not drawn) | -10 | 8
O=C(CSc1nnc(-c2cccs2)n1Cc1ccccc1)N1CCc2ccccc2C1 | -50 | -7
CCc1nc2ccc(C(=O)NCCc3c[nH]c4ccccc34)cn2c1N(C)Cc1ccc(N(C)C)cc1 | 34 | -10
Cc1ccc2ncnc(Nc3cccc(C(=O)O)c3)c2c1 | 1 | -7
Cn1cccc1CN1CCC[C@]2(N[C@H](c3ccccc3)[C@@H]3C(=O)N(Cc4ccccc4)C(=O)[C@@H]32)C1=O | -8 | 4
O=C(O)c1cccc(C(=O)c2cccc3ccccc23)c1 | -2 | -3
Cn1c(=O)n(CC#N)c2ccccc21 | 6 | 8
O=C(N/C(=C\c1cccc([N+](=O)[O-])c1)C(=O)N(CCO)CCO)c1ccco1 | 5 | -11
CN1CCC(N(C)C(=S)Nc2ccc(F)cc2)CC1 | 5 | 1
O=C(COc1ccc([N+](=O)[O-])cc1Cl)NCC1CCCO1 (stereo not drawn) | 13 | 1
C[C@@H]1C=C(C(=O)N2CCN(Cc3ccccc3)CC2)O[C@H](OCc2ccc(CO)cc2)C1 | 9 | 5
COc1cc(C(=O)NC(C)c2ccccc2)ccc1OCC(=O)N1CCOCC1 (stereo not drawn) | -2 | -5
Cc1csc(NC(=O)c2ccccc2O)n1 | -2 | 7
O=C(Cc1ccc(Cl)cc1)NNC(=O)C(=O)NC1CCCCC1 | 1 | -4
O=C(c1ccncc1)N1c2ccccc2Sc2ccccc21 | 6 | -1
CCN(CC)S(=O)(=O)c1ccc(NC(=O)COC(=O)c2cc(S(=O)(=O)Nc3ccc(OC)cc3)ccc2O)cc1 | -6 | 5
N#CCCN1CCN(C2=NC(=O)/C(=C\c3cccs3)S2)CC1 | 3 | -7
CC1=C(C(=O)Nc2ccccc2C)C(c2ccc(C)o2)NC(=S)N1 (stereo not drawn) | -5 | 13
CC(C)(C)n1cc(S(=O)(=O)c2ccccc2)[nH]c1=O | 0 | -5
O=C(CSC1=Nc2ccccc2C2CC=NN12)Nc1ccc(F)c(F)c1F (stereo not drawn) | 11 | -3
Cc1ccc(S(=O)(=O)N(CCC(=O)N2CCOCC2)c2ccccc2)cc1 | 14 | 8
Cc1ccccc1NC(=O)CCN1C(=O)CSC1=O | 17 | -10
CC(=O)Nc1cccc(OCCCNS(=O)(=O)c2ccc(C#N)cc2)c1 | 2 | 2
O=C(OCCCOC(=O)c1ccc([N+](=O)[O-])o1)c1ccc([N+](=O)[O-])o1 | 87 | -54
COc1ccc(C2CC(c3ccc(F)cc3)n3nc(NC(=O)c4ccco4)nc3N2)cc1 (stereo not drawn) | -3 | 10
CC(C)(C)OC(=O)NCCCCCNC(=O)c1[nH]cnc1C(=O)Nc1ccc(Cl)cc1 | 3 | 2
CCc1sc(C(=O)N2CCN(c3ncccn3)CC2)cc1Br | 6 | 6
CCOC(=O)c1ccc(NC(=O)CCC(=O)OC)cc1 | -6 | 4
Cc1cc(NC(=O)/C=C/c2ccccc2)c(C(C)C)cc1O | 5 | -1
CC(C)(Cc1cccc(CC(C)(C)C(=O)O)c1)C(=O)O | -17 | -12
Cn1c(N)c(C(=O)COC(=O)c2cc(-c3ccco3)nc3ccccc23)c(=O)n(C)c1=O | 5 | -3
CCOc1ccc(-n2ccnc(SCC(=O)NC3CCCC3)c2=O)cc1 | -5 | 2
CC(=Nc1ccc(C)cc1C)c1sc2ccccc2c1O | -36 | 9
CN(C(=S)NCCN1CCOCC1)C(c1ccccc1)c1ccccc1 | 15 | -19
C=CCn1cc(/C=C2\SC(N3CCOCC3)=NC2=O)c2ccccc21 | -2 | 2
CCOCCCNC(=O)/C=C1\Sc2ccccc2N(Cc2ccccc2F)C1=O | 3 | -8
C[C@@H]1CC[C@H]2C(=O)N3[C@@H](CC[C@@H](C)[C@@H]3c3ccc(Br)cc3)C(=O)N2[C@H]1c1ccc(Br)cc1 | -12 | -4
COc1ccc(C(C)=O)cc1COC(=O)c1ccc2c(c1)OCO2 | -16 | -12
O=C(NC1CC2CCCC(C1)N2CC(=O)N1CCCc2ccccc21)C1CCCCC1 (stereo not drawn) | 5 | -1
CCCNC(=O)c1ccccc1NC(=O)c1cccc(-n2cnnn2)c1 | 11 | 7
CCCc1cc(-n2ccnc2C)n2c(nc3ccccc32)c1C#N | 10 | 0
O=C(Nc1ccc2c(c1)OCO2)C1CC(c2ccc(Cl)cc2)=NO1 (stereo not drawn) | -1 | -12
COc1ccc(C=NNC(=O)CCCC(=O)NN=Cc2ccc(OC)c(O)c2)cc1O | 4 | 3
COc1ccc(CC(=O)NC(C)c2nnc(SCc3nc4ccccc4c(=O)[nH]3)n2C)cc1 (stereo not drawn) | -6 | -1
O=S(N1CCc2ccccc21)C12CC3CC(CC(C3)C1)C2 (stereo not drawn) | 8 | -7

Overlap with the part before: two entries; new compounds follow.
SMILES | H9c2 TAG inh | H9c2 TAG inh DAPI viability
COc1ccc(CC(=O)NC(C)c2nnc(SCc3nc4ccccc4c(=O)[nH]3)n2C)cc1 (stereo not drawn) | -6 | -1
O=S(N1CCc2ccccc21)C12CC3CC(CC(C3)C1)C2 (stereo not drawn) | 8 | -7
Cc1cc(N2C(=O)C(O)=C(C(=O)c3ccco3)C2c2ccc([N+](=O)[O-])cc2)no1 (stereo not drawn) | -2 | -2
Nc1nc(N)nc(-c2cc(C(F)(F)F)ccc2Cl)n1 | 1 | 3
COC(=O)c1ccc(NC(=O)CSc2nnc(C(C)NC(=O)c3ccccc3Cl)n2C)cc1 (stereo not drawn) | 7 | -10
COc1ccccc1C(=O)NCCC(=O)NCc1cccnc1 | -8 | 1
Cc1ccc(C(=O)COC(=O)c2cc(=O)[nH]c3ccccc23)cc1C | 9 | 5
CCN1CC=C2C(C#N)=C(N)C(C#N)(C#N)[C@H](c3ccoc3)[C@H]2C1 | -15 | 5
O=C(COc1coc(CN2CCc3ccccc32)cc1=O)Nc1ccc([N+](=O)[O-])cc1 | -4 | 3
O=C(CCNC(=O)c1ccc(Cl)cc1)Nc1cccc(S(=O)(=O)N2CCCCC2)c1 | 17 | -10
Cn1nc(C(=O)NCc2cccnc2)c2ccccc2c1=O | -3 | -3
CSc1nc(-c2ccccc2)cc(C)c1C#N | 10 | 12
S=C1SCN(Cc2ccccc2)CN1Cc1ccco1 | 6 | -2
CCOC(=O)c1c(Nc2ccc(Cl)cc2)sc(/C=C2\C=Nc3ccccc32)c1O | -9 | -2
N#Cc1ccc(NC(=O)c2cc(-c3cccs3)on2)cc1 | 5 | 0
CC(C)COc1ccc(C(=O)Nc2ccc(N3CCOCC3)cc2N2CCOCC2)cc1 | 20 | -6
CCOc1ccc(N2C(=O)CC(SC(=NC)Nc3ccc(F)cc3)C2=O)cc1 (stereo not drawn) | -5 | -10
O=C(COc1ccc(Br)cc1)NC(=S)Nc1ccccc1N1CCOCC1 | 2 | 14
CN(CC(=O)Nc1ccc(F)cc1)C(=O)CCc1nc2ccccc2c(=O)[nH]1 | 4 | -3
O=C(O)CCC(=O)Nc1ccccc1N1CCOCC1 | 2 | -11
CCN(CC)S(=O)(=O)c1cccc(-c2nnc(SCCOc3ccc(Cl)cc3)o2)c1 | -15 | -5
CN(Cc1ccon1)C(=O)CC1C(=O)NCCN1CC(C)(C)C (stereo not drawn) | 13 | 0

Single values from the results shown.
For H9c2 TAG inh DAPI viability, CCOC(=O)c1c(Nc2ccc(Cl)cc2)sc(/C=C2\C=Nc3ccccc32)c1O is entered as -2
For H9c2 TAG inh, CCOc1ccc(N2C(=O)CC(SC(=NC)Nc3ccc(F)cc3)C2=O)cc1 (stereo not drawn) is entered as -5
For H9c2 TAG inh DAPI viability, CC(C)COc1ccc(C(=O)Nc2ccc(N3CCOCC3)cc2N2CCOCC2)cc1 is entered as -6
For H9c2 TAG inh DAPI viability, CN(CC(=O)Nc1ccc(F)cc1)C(=O)CCc1nc2ccccc2c(=O)[nH]1 is entered as -3
For H9c2 TAG inh, O=C(O)CCC(=O)Nc1ccccc1N1CCOCC1 is entered as 2

Next section.
SMILES | H9c2 TAG inh | H9c2 TAG inh DAPI viability
Cc1ccc(Nc2c(-c3ccco3)nc3nc(C)cc(C)n23)cc1 | -4 | 10
CCN1CCc2c(sc(NC(=O)c3ccc(S(=O)(=O)N4CCOCC4)cc3)c2C(N)=O)C1 | 2 | 3
O=C(COC(=O)c1ccc(Br)o1)Nc1ccc(S(=O)(=O)N2CCCC2)cc1 | -5 | 19
O=C(Cc1cccc(NC(=O)C2CCN(C(=O)C3CCC3)CC2)c1)Nc1cccc(C(=O)N2CCCCC2)c1 | 20 | 1
C[C@@H]1CN([C@@H](C)CO)C(=O)CCCn2nncc2CO[C@H]1CN(C)S(=O)(=O)c1ccccc1 | 7 | 7
CCNc1nc(Oc2ccccc2)nc(OC(C)C(=O)OCC)n1 (stereo not drawn) | -6 | 8
CC(C)NC(=O)Nc1ccc(Br)cc1Cl | 4 | 4
Cn1cnc(S(=O)(=O)Nc2ccc(C(F)(F)F)cc2)c1 | -36 | -2
CCOC(=O)C1=C(CC)Nc2ccccc2N=C1NC(=O)CCNC(C)=O | 5 | -8
COCc1ccc(CN2CCC(n3nccc3NC(=O)C(OC)c3ccccc3)CC2)o1 (stereo not drawn) | -6 | -3

Whole records from above. Order of values: H9c2 TAG inh, H9c2 TAG inh DAPI viability
Profile of O=C(Cc1cccc(NC(=O)C2CCN(C(=O)C3CCC3)CC2)c1)Nc1cccc(C(=O)N2CCCCC2)c1 → 20, 1
Profile of Cc1ccc(Nc2c(-c3ccco3)nc3nc(C)cc(C)n23)cc1 → -4, 10
Profile of C[C@@H]1CN([C@@H](C)CO)C(=O)CCCn2nncc2CO[C@H]1CN(C)S(=O)(=O)c1ccccc1 → 7, 7

(list continues)
SMILES | H9c2 TAG inh | H9c2 TAG inh DAPI viability
O=C(COC(=O)c1ccc(Br)o1)NCC1CCCCC1 | -16 | 6
O=C(CCS(=O)(=O)c1ccccc1)Nc1ccc(N2CCOCC2)cc1 | 9 | -10
O=C1c2ccc(-c3ccc4c(c3)C(=O)N(CCO)C4=O)cc2C(=O)N1CCO | 1 | 0
OCCC1CN(Cc2ccc(Oc3ncccn3)cc2)CCN1C1CCCCC1 (stereo not drawn) | 8 | -13
O=C(CS(=O)(=O)c1cn(CC(=O)N2CCOCC2)c2ccccc12)Nc1ccccc1 | 4 | -6
CCC(C)[C@H](NC(=O)Nc1ccc2c(c1)OCCO2)C(=O)OC (stereo partly drawn) | 4 | -6
CCc1c(C)sc2nc3c(C(=O)N4CCOCC4)cc(C(=O)c4cc(F)ccc4O)cn3c(=O)c12 | -3 | -1
Cc1ccc(C(=O)NC(=S)Nc2ccc3c(c2)OCCO3)c(C)c1 | -3 | -4
CN(Cc1ccco1)C(=O)c1ccc(S(=O)(=O)N2CCCCCC2)cc1 | 2 | -2
Cc1ccc(C(=O)C2CCN(CC(=O)N3CCN(c4ccc(F)cc4)CC3)CC2)cc1 | 2 | 3
CC1CC1C(=O)Nc1cc(C(F)(F)F)ccc1N1CCOCC1 (stereo not drawn) | -5 | -1
CCOc1ccccc1NC(=O)Nc1ccc2c(c1)OCO2 | -3 | -3
CCc1noc(C)c1C(=O)Nc1cc(S(=O)(=O)N2CCOCC2)ccc1N1CCN(CC)CC1 | 6 | 11
COc1ccc(S(=O)(=O)NCCCN2CCCC2=O)c(OC)c1 | -2 | 4
CC(C)CCOc1cccc(OCC(=O)O)c1 | -8 | 12
C=Cc1ccc2c(c1)N(C)C(=C)S2 | -9 | 8
CCC(C)(C)C1CCC2(CC1)NC(CO)(CO)CO2 (stereo not drawn) | -6 | 9
O=C(Nc1ccc(N2CCOCC2)nc1)c1ccccc1Cl | 15 | 3
CC(C)OCCCNc1ncnc2c1cnn2-c1ccccc1 | 15 | -2
CCCS(=O)(=O)c1c(S(=O)(=O)CCC)c2cnccn2c1C(=O)c1ccc(OC)cc1 | -18 | 6
COC(=O)C1=C(C)NC(=O)NC1c1cn(-c2ccccc2)nc1-c1cccs1 (stereo not drawn) | 6 | -2
Cc1ccc2c(c1)NCC(C(=O)NC1CCC(C)CC1)O2 (stereo not drawn) | -2 | 4
Cc1nc(NC(=O)COC(=O)CCc2nc3ccccc3s2)c(Cl)cc1Cl | -7 | 4
O=[N+]([O-])c1ccc(S(=O)(=O)N2CCN(Cc3c[nH]c4ccccc34)CC2)cc1 | 5 | -17
Fc1ccc2[nH]c3c(N4CCN(c5ccccc5)CC4)ncnc3c2c1 | -124 | 5
C=CCNc1nc(-c2ccccn2)nnc1-c1ccccc1 | -94 | 3
O=C(NC1CC1)c1cccc(S(=O)(=O)Nc2ccccc2F)c1 | -10 | 2

An excerpt of these results, comma-delimited:
smiles,H9c2 TAG inh,H9c2 TAG inh DAPI viability
CN(Cc1ccco1)C(=O)c1ccc(S(=O)(=O)N2CCCCCC2)cc1,2,-2
CN(Cc1ccon1)C(=O)CC1C(=O)NCCN1CC(C)(C)C (stereo not drawn),13,0
Cn1cccc1CN1CCC[C@]2(N[C@H](c3ccccc3)[C@@H]3C(=O)N(Cc4ccccc4)C(=O)[C@@H]32)C1=O,-8,4
Nc1nc(N)nc(-c2cc(C(F)(F)F)ccc2Cl)n1,1,3
